# Screens (PubChem)
# EPAC1 antag – blocks human EPAC1 exchange factor. O95398. EPAC1 GEF assay, Rap1b-BODIPY-GDP exchange fluorescence. Potency, µM (doses to about 115 µM), for inactives: at the highest dose activity change, negative = inhibition, most hits filed as inhibitors. 360,000 tested, 0.14% active. AID 720709;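 also: potency is read from the fitted curve at half-maximal effect; plate controls were vehicle for no effect and positive control for full effect; nearly all actives have a fitted effect of over 50% in size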
# Target sequence (O95398 whole entry, looked up): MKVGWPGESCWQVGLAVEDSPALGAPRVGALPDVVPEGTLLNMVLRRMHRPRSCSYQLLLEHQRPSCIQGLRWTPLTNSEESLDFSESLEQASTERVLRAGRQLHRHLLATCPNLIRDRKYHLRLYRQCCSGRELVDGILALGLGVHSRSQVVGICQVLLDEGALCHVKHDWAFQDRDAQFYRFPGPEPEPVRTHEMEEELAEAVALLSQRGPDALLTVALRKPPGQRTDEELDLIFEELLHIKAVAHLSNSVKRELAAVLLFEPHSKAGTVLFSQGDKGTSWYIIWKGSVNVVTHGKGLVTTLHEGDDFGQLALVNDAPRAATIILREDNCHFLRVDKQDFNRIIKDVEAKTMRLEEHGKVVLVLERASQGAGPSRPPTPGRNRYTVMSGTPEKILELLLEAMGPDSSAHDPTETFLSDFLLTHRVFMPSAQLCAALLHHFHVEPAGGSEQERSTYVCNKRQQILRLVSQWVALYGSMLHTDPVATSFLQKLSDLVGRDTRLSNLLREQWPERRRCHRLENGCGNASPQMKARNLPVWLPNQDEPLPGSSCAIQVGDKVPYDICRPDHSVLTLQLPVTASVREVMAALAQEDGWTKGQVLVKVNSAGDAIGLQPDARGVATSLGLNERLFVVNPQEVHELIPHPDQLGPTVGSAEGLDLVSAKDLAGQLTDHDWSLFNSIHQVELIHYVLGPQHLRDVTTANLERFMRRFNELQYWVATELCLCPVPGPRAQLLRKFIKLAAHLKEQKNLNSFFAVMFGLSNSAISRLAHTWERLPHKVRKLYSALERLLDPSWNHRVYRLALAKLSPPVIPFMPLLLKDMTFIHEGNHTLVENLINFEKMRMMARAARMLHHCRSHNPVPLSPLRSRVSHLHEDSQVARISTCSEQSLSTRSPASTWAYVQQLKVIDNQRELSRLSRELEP
# EPAC2 agonist – activates human EPAC2 exchange factor; Potency, µM (highest dose often 154 µM), for the others: at the highest dose activation, actives largely listed as activators; 360,000 tested, 0.079% active; EPAC2 activation, biochemical qHTS; response scale: 100% = 6.5 mM cAMP response; Q8WZA2; also: potency is read from the fitted curve at half-maximal effect; nearly all actives have a fitted effect of over 50% in size
#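 Setup: EPAC2 100 nM, labeled Rap1B complex 250 nM, free GDP 50 uM. Compound titrations pinned in, brief spin, 5 min room temperature incubation. Kinetic fluorescence read over 30 min, normalized to 6.5 mM cAMP.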
# EPAC1 agonist – EPAC1 (human) agonism | O95398 | EPAC1 agonist qHTS, biochemical assay; response scale: 100% = response to 6.5 mM cAMP | Potency, µM (doses to about 154 µM), for the others: at the highest dose activation, most hits filed as activators | 360,000 tested, 0.073% active | AID 720707; also: potency is read from the fitted curve at half-maximal effect; nearly all actives have a fitted effect of over 60% in size
#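 Nucleotide exchange assay: 100 nM EPAC1 with 250 nM Rap1B loaded with BODIPY-GDP and 50 uM GDP, room temperature. Fluorescence (480/540 nm) read every 5 min for 30 min; signal change normalized to 6.5 mM cAMP as full agonist.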
# PLK1 PBD block – inhibitors of human PLK1 polo-box domain binding; Potency, µM, for inactives: max response, negative = inhibition, most hits filed as inhibitors; 360,000 tested, 2.8% active; Plk1 PBD binding of FITC phosphopeptide, fluorescence polarization; also: potency is read from the fitted curve at half-maximal effect; series mostly up to about 57 µM; % is scaled to controls: 0 for no effect and ±100 for the full control effect; nearly all actives have a fitted effect of over 65% in size
# CCT chaperon mod – modulators of cytosolic chaperonin (CCT/TRiC) activity; 360,000 tested, 0.3% active; activity change, % (concentration not given with the values), hits read low; purified chaperonin ATPase assay, HTRF ADP detection, 30 min; in the data active = activity change below about -30%; also: % is scaled to controls: 0 for no effect and ±100 for the full control effect
#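 We incubate TRiC, 40 or 20 nM final, with library compounds at 76 uM and 10 uM ATP for 30 min at 37 °C. ADP formed is detected with Transcreener HTRF reagents after 30 min at room temperature.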
# WRN inhibitor – WRN helicase (human) inhibition. Q14191. WRN helicase unwinding, fluorescent forked duplex, kinetic. Potency, µM (titrated, usually from 114 µM), without a hit: top-dose activity change, negative = inhibition, hits mostly inhibitors. 360,000 tested, 0.46% active. AID 651768; also: potency is read from the fitted curve at half-maximal effect; % is scaled to controls: 0 for no effect and ±100 for the full control effect; nearly all actives have a fitted effect of over 55% in size
#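 WRN at 20 nM final was preincubated with compound for 15 min at room temperature; reaction started with 100 nM forked duplex oligonucleotide carrying fluorophore and quencher plus 2 mM ATP (final). Unwinding followed kinetically by red fluorescence (ex 525/em 598 nm).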
# IL-2 act – activators of IL-2. 360,000 tested, 0.065% active. IL-2 activation reporter assay, cell-based qHTS; stimulated with anti-CD3/CD4/CD28 beads; in transgenic mouse T cells. activation, % (series mostly up to about 46 µM); in the data active = activation above about 50%; inconclusive = mostly about 30% to 49%; also: 0% is about no effect
#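 Readout is EGFP and DsRed signal by fluorescent plate cytometry after 18 h at 37 degrees C. Transgenic mouse T cells (750/well) received compound for 60 min before bead stimulation (anti-CD3, anti-CD4, anti-CD28); memory T cells served as non-tolerant control.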
# PI5P4K alpha inh – inhibitors of human PI5P4K alpha; PI5P4Kalpha enzyme, ADP-Glo luminescence, 60 min; stronger effect = lower value; max response, %; P48426; 330,000 tested, 1.2% active; AID 652105; active = max response of -50% or lower; inconclusive = between -30% and -50%; inactive = -30% or higher; also: value at the top dose of about 77 µM; % is scaled to controls: 0 for no effect and ±100 for the full control effect
#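 Quantitative HTS of the MLSMR library against PI5P4Kalpha with substrate. ATP added last at 5 microM final; room temperature, 60 minutes. Remaining ATP depleted, ADP converted and read as luminescence.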
# Starred values were filed as active, the others as inactive; u = inconclusive; x = no result given; [ ] = dose if it differs, or a comment. Unless noted, calls follow the shape of the dose curve; as a rule, active = well fitted curve in the direction sought with a large enough effect; inconclusive = small, poorly fitted or top-dose-only effect, or another doubt; inactive = no such curve, though single readings can be large; an effect the other way counts as inactive or inconclusive.
SMILES | EPAC1 antag | EPAC2 agonist | EPAC1 agonist | PLK1 PBD block | CCT chaperon mod | WRN inhibitor | IL-2 act | PI5P4K alpha inh
CC(Sc1nnc(C2CCCCC2)n1N)C(=O)NCc1ccc2c(c1)OCO2 (stereo not given) | -2% | 4% | 4% | 2% | -1.5 | -3% | 0.0 | -5
CN(C)S(=O)(=O)c1ccc2c(c1)nc(CCC(=O)NCC1CCCCC1)n2C | -2% | 8% | 7% | -4% | -2.0 | 7% | -3.0 | 0
Cc1c(C(=O)OCC(=O)N2CC(=O)Nc3ccccc32)oc2ccc(Br)cc12 | 13% | -6% | 2% | -7% | -1.0 | 5% | -1.1 | 4
C/C(=N\NC(=O)c1nnn(-c2nonc2N)c1CSc1ccc(Cl)cc1)c1cccnc1 | -5% | 7% | 4% | -10% | -0.1 | 0% | -4.2 | -4
Cc1ccncc1C(N)=O | 12% | 2% | -9% | -15% | 1.2 | 10% | 0.4 | 2
CN1CCN(S(=O)(=O)c2ccc(C3CCCCC3)cc2)CC1 | -14% | 3% | 7% | 1% | 1.3 | -4% | -3.8 | -1
CC(=O)c1cccc(NC(=O)C2CCN(S(C)(=O)=O)CC2)c1 | -5% | 12% | 8% | -5% | -2.4 | 3% | -2.0 | x
COc1ccc(S(=O)(=O)N2CCCCCC2)cc1C(=O)N(C)Cc1ccc(F)cc1 | -28% | 0% | 5% | -2% | -0.9 | -8% | -3.6 | 1
O=Cc1cn(-c2ccccc2)nc1-c1cccnc1 | 5% | 9% | -3% | -6% | -2.6 | -15% | 0.7 | 4
O=C(c1ccc2c(=O)n(Cc3ccccc3Cl)c(=S)[nH]c2c1)N1CCOCC1 | 9% | -6% | -3% | -5% | -0.9 | 3% | -0.7 | 2
C1=CCC(CN2CCN(C3CCCCCC3)CC2)CC1 (stereo not given) | -20% | 1% | 5% | 1% | -1.6 | -28% | -0.1 | 1
CC(=O)C1=C(O)C(=O)N(c2nnn(C)n2)C1c1cccs1 (stereo not given) | 8% | 8% | 4% | -5% | 0.7 | -3% | -0.8 | 8
CN(c1ccc(Cl)cc1)S(=O)(=O)c1nnc(NC(=O)c2ccco2)s1 | -10% | 3% | 10% | u | 0.8 | 4%[11.6 µM] | 0.3 | -26
Cc1cnc(C(=O)OCC(=O)N(Cc2ccccc2)C(C)(C)C)cn1 | -1% | 15% | 1% | -1% | -0.4 | -3% | -0.1 | -3
CC(=O)c1ccc(S(=O)(=O)NCCC(=O)OCC(=O)N2CCCC2=O)cc1 | -7% | 6% | 3% | 6% | -2.2 | 5% | 0.2 | 2
Cc1nnc(SCC(=O)Nc2cccc(C(F)(F)F)c2)n1Cc1ccco1 | -1% | 5% | 1% | u | 1.0 | -3% | -0.5 | -6
COc1cc2c(cc1OC)-c1nnnn1C(C)(C)C2 | 8% | 1% | -6% | -4% | 0.9 | 0% | -1.3 | x
CN(C)c1ccc(C(c2ccc(N(C)C)cc2)c2ccc([N+](=O)[O-])cc2)cc1 | -11% | 5% | 2% | -3% | 1.2 | -6% | 7.1 | 9
COc1ccc2c(c1)CC/C2=N\OC(=O)c1cccc(C)c1 | -3% | -2% | -14% | -7% | -3.5 | -30% | -0.1 | -5
CCOC(=O)C1CCCN(C(=O)C2c3ccccc3Oc3ccccc32)C1 (stereo not given) | -4% | 6% | -6% | -14% | 0.6 | -3% | -0.1 | 0
O=[N+]([O-])c1cc(Br)cc(C=Nc2ccc3c(c2)OCO3)c1O | u | 10% | -10% | -21% | -0.1 | -28% | 0.3 | -51*
Cc1cccc(C)c1NC(=O)CNC(=O)CCCc1c[nH]c2ccccc12 | 10% | 2% | -5% | -6% | -2.6 | -3% | -4.0 | 8
Cc1cc(C)c(NC(=O)CNC(=O)COC(=O)C2CCN(c3ccc(C(F)(F)F)cn3)CC2)c(C)c1 | -12% | 0% | u | 4% | 1.0 | 4% | -0.4 | -3
Cc1cccc(-c2nnc(SCC#N)n2C)c1 | -2% | -5% | -5% | 27µM* | -5.0 | 3% | -2.9 | -5
CCNc1nc(CSc2ccccc2)nc2sc(C)c(C)c12 | 13% | 3% | 8% | -15% | 0.2 | -12%[57.1 µM] | -1.0 | 14
CC1(C)CC(N2CCCC2)=CC(=[N+]2CCCC2)C1 | 7% | 11% | -4% | u | -2.5 | -1% | -4.3 | -3
Cc1cccc(NS(=O)(=O)c2cn(C)c(=O)n(C)c2=O)c1C | 4% | -1% | -4% | -3% | -8.3 | -1% | -1.9 | 3
CC(=O)OC(C(=O)NCS(=O)(=O)c1ccc(C)cc1)c1cccnc1 (stereo not given) | 11% | 0% | -4% | -5% | -1.8 | -12% | 3.3 | 2
COc1ccc(N2C(=NC(=O)CCC3CCCC3)SC3CS(=O)(=O)CC32)cc1 (stereo not given) | 6% | 0% | -1% | 3% | 1.4 | 2% | 1.1 | -2
CCCCn1nnnc1SCC(=O)NNC(=O)c1ccco1 | -11% | 2% | -3% | u | 2.1 | 0% | -0.8 | 1
C[C@H](NC(=O)OCc1ccccc1)c1nnc([C@H](Cc2ccccc2)NC(=O)OC(C)(C)C)o1 | 9% | -1% | -8% | 3% | -7.9 | -3% | -0.1 | u
Nc1cc(=O)n(Cc2ccco2)c(=S)[nH]1 | 7% | 1% | 1% | 1% | 0.4 | -7% | -4.7 | 3
CCCCN(CCCC)CCCNC(=O)C1CC(c2cc(C(F)(F)F)cc(C(F)(F)F)c2)=NO1 (stereo not given) | 2% | -9% | -1% | 0% | -1.7 | 4% | -0.2 | 1
O=C(NCc1ccco1)C1CCCN(S(=O)(=O)c2cccc3nonc23)C1 (stereo not given) | 2% | -7% | 9% | -13% | -1.0 | -14%[57.1 µM] | -2.1 | u
CN(C)C(=O)Cn1cnc2c(cnn2-c2ccc(F)cc2)c1=O | -6% | 10% | 10% | -4% | 2.1 | 7% | 1.2 | 1
O=C(NC1CCS(=O)(=O)C1)c1ccccc1C(=O)c1ccccc1 (stereo not given) | 4% | -2% | 6% | -5% | -2.5 | 9% | -0.3 | x
C=CCn1nc([N+](=O)[O-])nc1Sc1cccc2cccnc12 | -1% | 9% | -1% | 7.5µM* | -0.1 | -23%[57.1 µM] | -2.2 | -3
CCCCN1C(=O)c2ccc(C(=O)OCC(=O)N3CCN(c4ccccc4)CC3)cc2C1=O | 0% | -2% | 5% | -7% | -2.3 | 3% | 1.3 | -1
CC1CCCN(S(=O)(=O)c2ccc(C(=O)Nc3nnc(-c4ccccc4Cl)o3)cc2)C1 (stereo not given) | -6% | -16% | -2% | u | 0.4 | -8% | 0.4 | -1
O=C(OCC(=O)N1CCOCC1)c1cccc(F)c1 | 8% | 4% | -6% | 5% | 1.2 | -3% | -0.9 | 2

# Part of the list above, as labelled records:
COc1ccc(N2C(=NC(=O)CCC3CCCC3)SC3CS(=O)(=O)CC32)cc1 (stereo not given)
  EPAC1 antag: 6% | EPAC2 agonist: 0% | EPAC1 agonist: -1% | PLK1 PBD block: 3% | CCT chaperon mod: 1.4 | WRN inhibitor: 2% | IL-2 act: 1.1 | PI5P4K alpha inh: -2

CCCCn1nnnc1SCC(=O)NNC(=O)c1ccco1
  EPAC1 antag: -11% | EPAC2 agonist: 2% | EPAC1 agonist: -3% | PLK1 PBD block: u | CCT chaperon mod: 2.1 | WRN inhibitor: 0% | IL-2 act: -0.8 | PI5P4K alpha inh: 1

# Following part.
SMILES | EPAC1 antag | EPAC2 agonist | EPAC1 agonist | PLK1 PBD block | CCT chaperon mod | WRN inhibitor | IL-2 act | PI5P4K alpha inh
COc1cccc(CNC(=O)Cn2nc(-c3ccc(Cl)cc3)ccc2=O)c1 | 12% | 6% | 6% | -7% | 0.8 | -9% | -1.9 | x
CCCCCn1c(=O)[nH]c2cc(C(=O)NCCCN(CC)CC)ccc2c1=O | -3% | -3% | 4% | -11% | -0.8 | -1% | -4.1 | 1
Cc1cccc(NC(=O)CNC(=O)C(NC(=O)Cc2ccccc2)C(C)C)c1C (stereo not given) | -5% | 6% | 2% | -1% | 0.0 | -1% | 0.5 | -4
Cc1ccc(-c2nnn(CC(=O)N3CCN(c4nc5ccccc5s4)CC3)n2)cc1 | 10% | -10% | -4% | -24% | -1.5 | 9% | -1.4 | -12
O=C([C@@H]1CC=C[C@@H]2CCN(C3CC3)C(=O)[C@@H]21)N1CCN(c2ccccc2)CC1 | -7% | 10% | -13% | -13% | -4.9 | 5% | 1.8 | 2
CCOc1ccc(C(=O)NCC(=O)Nc2ccc3c(c2)OCO3)cc1OCC | 6% | -4% | 3% | 5% | 0.5 | -7% | -1.5 | -2
Cc1c(Cc2ccc3c(c2)OCO3)sc(NC(=O)c2cccc3ccccc23)c1C(N)=O | 9% | 21% | -1% | 6µM* | -0.6 | -5% | 0.0 | -7
CCOC(=O)CSc1nc2c(c(=O)[nH]1)C(C)(CC)Cc1ccccc1-2 (stereo not given) | -23% | 8% | -2% | -6% | -4.1 | -7% | -5.0 | 10
CCCc1nnc(SCC(=O)Nc2ccccc2Cl)n1CC1CCCO1 (stereo not given) | -7% | 5% | 7% | -11% | 1.3 | 6%[57.1 µM] | -0.6 | 0
C/C=C\C=C\C(=O)N1CC2(CC(c3cccc(NC(=O)/C(C)=C\C)c3)=NO2)C[C@H]1C(N)=O (stereo not given in full) | u | 8% | -16% | -23% | -2.2 | -13%[11.6 µM] | 0.1 | u
CCc1ccc(-n2c(C)nc3cc(C(=O)NCc4cccnc4)ccc32)cc1 | -7% | -1% | -2% | -9% | 1.0 | -2% | -0.2 | -3
OCCC1CN(Cc2ccccn2)CCN1C1CCCC1 (stereo not given) | -5% | 0% | -4% | 0% | 0.0 | 3% | -0.4 | 1
Nc1ccc(C(=O)OCCCc2nc3cc4ccccc4cc3[nH]2)cc1 | -17% | 9% | 1% | -2% | 0.6 | -3% | 1.6 | 1
C=CCN(CC(O)c1cccc([N+](=O)[O-])c1)C(C)CCc1ccccc1 (stereo not given) | -12% | 13% | 12% | -13% | 0.2 | -14% | -4.4 | 0
CCOc1ccc(N(C(C)C(=O)NC(C)CC)S(C)(=O)=O)cc1 (stereo not given) | 2% | 4% | -3% | -10% | -1.4 | -2% | -2.1 | 0
COc1ccc(C(=O)C2CCCN(Cc3ccc4nonc4c3)C2)cc1OC (stereo not given) | 2% | 0% | 3% | -8% | -0.9 | 2% | -2.1 | 0
COc1cccc(N2CCN(C(=O)c3cc4c(s3)-c3ccccc3OC4)CC2)c1 | -18% | 11% | 6% | 3% | 1.1 | -5% | 0.4 | 14
Cc1cc(C)c(C)c(S(=O)(=O)N2C(=S)NC(=O)C2CC(C)C)c1C (stereo not given) | 3% | -18% | 3% | -22% | -1.7 | -2% | -0.6 | -22
COC(=O)CN1C(=O)COc2ccc(S(=O)(=O)NCc3ccccc3)cc21 | -3% | -1% | -11% | -2% | -1.5 | 1% | -0.5 | -8

# An excerpt; count on the stated rates, not on these rows.
